TDP43 rescue: qHTS of TDP-43 Inhibitors; TDP-43 expressing yeast growth rescue, BacTiter-Glo, 24 h; Potency, µM (highest dose often 46.1 µM), inactives show at the highest dose growth rescue (activation), most hits filed as activators; 1.8% of 410,000 active; note: potency is the fitted concentration of half-maximal effect; % of control where 0% means no effect; nearly all actives have a fitted effect of over 50% in size
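Galactose-induced TDP-43 yeast, OD600=0.02, compound pinned; 24 hr, 30 deg C; BacTiter-Glo luminescence for growth. Inhibitors of TDP-43 toxicity read as activators.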
PTHR1 ag: qHTS for PTHR1 Agonists: Primary Screen; HEK293 GP2 PTHR1 cells, GloSensor cAMP luminescence, 1 h; Potency, µM (series often up to 115 µM), inactives show at the highest dose activation, hits mostly activators; Parathyroid hormone/parathyroid hormone-related peptide receptor (Homo sapiens), Q03431; 0.075% of 410,000 active; note: potency is the fitted concentration of half-maximal effect; nearly all actives have a fitted effect of over 55% in size; some results filed as inactive show a strong effect at the top dose; inactives centre near -15; many of its hits are not listed in these tables
Target sequence (Q03431 whole entry, looked up): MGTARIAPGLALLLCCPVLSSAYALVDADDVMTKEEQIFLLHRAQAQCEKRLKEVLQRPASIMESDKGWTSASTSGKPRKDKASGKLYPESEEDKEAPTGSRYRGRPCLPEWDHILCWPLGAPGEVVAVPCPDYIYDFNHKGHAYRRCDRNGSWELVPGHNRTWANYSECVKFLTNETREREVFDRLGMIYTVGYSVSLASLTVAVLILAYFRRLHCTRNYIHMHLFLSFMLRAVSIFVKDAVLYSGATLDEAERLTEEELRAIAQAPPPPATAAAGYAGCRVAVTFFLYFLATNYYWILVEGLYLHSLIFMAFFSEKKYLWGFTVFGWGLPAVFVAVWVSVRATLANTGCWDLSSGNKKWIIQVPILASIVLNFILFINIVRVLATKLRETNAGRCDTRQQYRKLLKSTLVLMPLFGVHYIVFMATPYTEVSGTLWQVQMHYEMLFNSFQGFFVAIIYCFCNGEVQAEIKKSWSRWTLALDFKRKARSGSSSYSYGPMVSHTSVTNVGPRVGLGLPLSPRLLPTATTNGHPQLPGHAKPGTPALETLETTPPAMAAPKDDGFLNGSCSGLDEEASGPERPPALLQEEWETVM
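HEK-293-derived GP2 cells expressing PTHR1 and a GloSensor cAMP reporter, 3,000/well, plated overnight, given luciferin plus IBMX (each 0.5 mM as added) for 1 h at 37 °C, then compound for 1 h at 37 °C. Luminescence was read after 15 min at room temperature.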
FUS suppressor: qHTS for Suppressors of FUS Proteinopathy: Primary screen using FUS-linked yeast assay; Potency, µM (series often up to 76.6 µM), for the others: at the top dose growth rescue (activation), most hits filed as activators; AID 1347120, 2019; S. cerevisiae FUS-expressing, growth rescue, OD600, 24 h; 0.24% of 390,000 active;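 note: potency is the fitted concentration of half-maximal effect; plate controls were DMSO vehicle for no effect and reference control for full effect; nearly all actives have a fitted effect of over 55% in size; some results filed as inactive show a strong effect at the top dose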
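Steps: raffinose overnight preculture; dilution to OD 0.005 in 2% galactose minimal medium; compound addition (concentration series); 24hr at 30C, 99% humidity; absorbance read at 600 nm.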
aSyn rescue: qHTS of alpha-syn Inhibitors | 0.14% of 370,000 active | AID 652106, 2013 | Yeast expressing alpha-synuclein, growth rescue, BacTiter-Glo, 24 h | Potency, µM (series often up to 46.1 µM), inactives show at the top dose growth rescue (activation), hits mostly activators; note: potency is the fitted concentration of half-maximal effect; % of control where 0% means no effect; nearly all actives have a fitted effect of over 65% in size
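Readout is rescue of growth in alpha-synuclein-expressing yeast, so inhibitors of toxicity appear as activators. Growth after 24 hr at 30 deg C in galactose medium is quantified by luminescence.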
GLP1R ag: qHTS of GLP-1 Receptor Agonists; HEK293 GLP-1R CRE-luciferase, luminescence, 4-6 h; cells express a hypersensitive GLP-1R form; Potency, µM (highest dose often 45.6 µM), without a hit: at the highest dose activation, actives largely listed as activators; 0.007% of 380,000 active; AID 624172, 2012; note: potency is the fitted concentration of half-maximal effect; % of control where 0% means no effect
DRD3 antagonist: qHTS of D3 Dopamine Receptor Antagonist: qHTS | 2.5% of 360,000 active | D3R cells, DiscoveRx beta-arrestin luminescence, antagonist mode; active compounds read low | max response, negative = inhibition, %; in the data active = max response below about -50%; inconclusive = no clear call, values can overlap the other calls; note: % is set by controls: 0 for no effect and ±100 for the full control effect; mostly tested at two doses, the higher about 12 µM
Target sequence (P35462 whole entry, looked up): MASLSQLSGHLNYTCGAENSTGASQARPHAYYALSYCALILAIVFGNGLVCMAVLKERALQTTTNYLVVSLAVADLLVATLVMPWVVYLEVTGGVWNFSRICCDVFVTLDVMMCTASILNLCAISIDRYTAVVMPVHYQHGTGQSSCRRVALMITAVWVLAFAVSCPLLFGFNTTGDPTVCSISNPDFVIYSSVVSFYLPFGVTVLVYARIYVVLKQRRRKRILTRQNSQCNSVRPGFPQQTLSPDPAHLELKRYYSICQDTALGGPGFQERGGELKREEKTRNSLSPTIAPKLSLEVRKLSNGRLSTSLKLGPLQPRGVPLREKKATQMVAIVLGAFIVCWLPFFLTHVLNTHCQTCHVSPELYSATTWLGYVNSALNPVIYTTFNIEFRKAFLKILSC
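Cells plated overnight at 1500 cells/well, then exposed to library compounds with dopamine controls for 90 minutes at 37 degrees C. DiscoveRx reagent added for 30–60 minutes at room temperature; luminescence read, quantitative HTS format.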
Abeta rescue: qHTS for compounds that reverse cellular toxicity of Amyloid beta (A-beta) peptide in yeast: Primary Screen; AID 1347071, 2019; Potency, µM (highest dose often 46.1 µM), for the others: top-dose growth rescue, usual class: activators; yeast expressing A-beta42, growth rescue, OD600, 48 h; response scale: 0% DMSO, 100% iron-clioquinol control; 0.063% of 410,000 active; note: potency is the fitted concentration of half-maximal effect; nearly all actives have a fitted effect of over 55% in size
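Growth rescue measured by 600 nm absorbance after 48 h yeast culture at 30 C with compound. Values normalized between DMSO and an equimolar ferric chloride plus clioquinol control.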
GLP-1R inv ag: qHTS of GLP-1 Receptor Inverse Agonists (Inhibition Mode). Glucagon-like peptide 1 receptor (Homo sapiens), P43220. AID 624417, 2012. HEK293 GLP-1R CRE-luciferase, luminescence, 24 h; GLP-1R form is constitutively active. Potency, µM (series often up to 38.3 µM), without a hit: at the top dose activity change, negative = inhibition, hits mostly inhibitors. 1.6% of 410,000 active; note: potency is the fitted concentration of half-maximal effect; % is set by controls: 0 for no effect and ±100 for the full control effect; nearly all actives have a fitted effect of over 55% in size
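Readout was luciferase luminescence, measured 12 min after detection reagent at room temperature. Beforehand, GLP-1R reporter HEK293 cells had sat 12 h, then received compounds for 24 hr at 37 deg C.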
pAkt inh: HTS Assay for Inhibitors of Akt Phophorylation: Primary Screen; Neuro2A IGF-stimulated pAkt S473 HTRF, 20 min; active compounds read low; activity change, % for hits at 50 µM; 0.32% of 360,000 active; in the data active = activity change below about -80%; inconclusive = mostly about -51% to -80%; note: % is set by controls: 0 for no effect and ±100 for the full control effect
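Neuro2A cells in DMEM with 0.5% FBS, overnight at 37 deg C, given compound at single 50 µM final, then IGF (6 nM final) for 20 min at 37 deg C. Lysed; phospho-Akt Ser473 by HTRF after 24 h, 665/615 ratio.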
An asterisk follows results filed as active; i = inactive; ? = inconclusive; . = not tested or not shown; [ ] = another dose, or the depositor's remark. Unless noted, calls come from the whole dose curve; as a rule, active = well fitted curve in the direction sought with a large enough effect; inconclusive = small, poorly fitted or top-dose-only effect, or another doubt; inactive = no such curve, though single readings can be large; an effect the other way counts as inactive or inconclusive.

Every second line gives: GLP-1R inv ag	DRD3 antagonist	pAkt inh	TDP43 rescue	Abeta rescue	FUS suppressor	PTHR1 ag	aSyn rescue	GLP1R ag
> O=C(Nc1nc(=O)n(C(=O)C2CC2)s1)c1ccccc1
  -28%	-7	i	-3%	-14%	.	i	-30%[inhibitor]	-32%
> Cc1cccc(N(C(=O)c2ccc(CN3CCOCC3)o2)C(C(=O)NC(C)(C)C)c2ccc(F)cc2)c1 (stereo unspecified)
  ?	-6	i	9%	18%	0%	i	4%	-4%
> CC1CCN(c2ccc(/C=N\Nc3nncn3N)cc2[N+](=O)[O-])CC1
  6%	?	i	?	-19%	.	-2%	0%	-2%
> O=C(Nc1ccccc1)N(CCCN1CCOCC1)Cc1ccccc1F
  -25%	11	i	-2%	-2%	-11%	i	1%	-6%
> CCN(CC)CC(O)CN(c1ccccc1)S(=O)(=O)c1ccc2ccccc2c1 (stereo unspecified)
  ?	?	i	-6%	-11%	12%	-2%	3%	6%
> CNC(=S)N/N=C/c1c(C)nn(-c2ccccc2)c1Cl
  0%	-12	i	-13%	13%	7%	i	-5%	3%
> O=C(NCc1ccco1)c1ccc(S(=O)(=O)N2CCOCC2)cc1
  1%	-4	i	2%	-3%	?	i	-6%	-6%
> OC(CNC1CCCCC1)CON=C1CCSc2c(Cl)cccc21 (stereo unspecified)
  ?	-66*	i	8%	8%	18%	-20%	0%	-3%
> CCNC(=O)/C(C#N)=C/c1c(N2CCN(c3cccc(Cl)c3)CC2)nc2c(C)cccn2c1=O
  6%	-4	i	15%	6%	-19%	i	2%	-4%
> N#CCc1c(C#N)c(N)nc(N2CCCC(CO)C2)c1C#N (stereo unspecified)
  69%[activator]	6	i	15%[9.22 µM]	-4%	-3%	i	-6%	9%
> O=C(c1cc2ccccc2c(=O)o1)N1CCc2ccccc2C1
  0%	0	i	13%	-8%	.	-1%	2%	-7%
> COc1cc(NC(=O)c2ccccc2)c(OC)cc1NC(=O)CN1C(=O)N(C)C2(CCCCC2)C1=O
  -18%	15	i	6%	18%	42%	i	3%	-9%
> C/C(=N\N1CCN(C2c3ccccc3-c3ccccc32)CC1)c1cccnc1
  ?	-16	i	2%	13%	7%	-15%[57.5 µM]	-1%	19%
> CCN(CC)S(=O)(=O)c1cc(NC(=O)C(C)OC(=O)c2[nH]c(C)c(C(C)=O)c2C)ccc1C (stereo unspecified)
  -11%	-1	i	-18%	-17%	.	-4%	-4%	4%
> O=C(Nc1ccc(NC(=O)C2CCCN2C(=O)OCc2ccccc2)cc1)c1ccco1 (stereo unspecified)
  12%	-14	i	-5%	5%	-15%	0%	-4%	-1%
> COC(=O)Cc1c(C)c2ccc(OCC(=O)NC3CCS(=O)(=O)C3)cc2oc1=O (stereo unspecified)
  14%	1	i	-3%	-4%	9%	i	2%	-1%
> Cc1ccc(OCC(=O)Nc2ccc3c(c2)OCO3)c([N+](=O)[O-])n1
  91%[activator]	2	i	27%	11%	-5%	-1%	2%	13%
> O=S(=O)(NCc1ccco1)c1ccc(Cl)cc1Cl
  17%	-2	i	9%	7%	15%	i	4%	19%
> COc1ccc(C(=O)C(C)Oc2cccc(NC(=O)c3cccc([N+](=O)[O-])c3)c2)cc1 (stereo unspecified)
  ?	-21	i	-12%	-2%	.	-11%	-6%	-8%
> CC(C)NC(=O)CSCc1cccc(Br)c1
  -1%	7	i	-10%	34%	-11%	i	-1%	-6%

Compound profiles, as listed above:
OC(CNC1CCCCC1)CON=C1CCSc2c(Cl)cccc21 (stereo unspecified) in the list: GLP-1R inv ag: ?; DRD3 antagonist: -66*; pAkt inh: i; TDP43 rescue: 8%; Abeta rescue: 8%; FUS suppressor: 18%; PTHR1 ag: -20%; aSyn rescue: 0%; GLP1R ag: -3%
CCN(CC)CC(O)CN(c1ccccc1)S(=O)(=O)c1ccc2ccccc2c1 (stereo unspecified) in the list: GLP-1R inv ag: ?; DRD3 antagonist: ?; pAkt inh: i; TDP43 rescue: -6%; Abeta rescue: -11%; FUS suppressor: 12%; PTHR1 ag: -2%; aSyn rescue: 3%; GLP1R ag: 6%

3 compounds already listed, arranged by the value under DRD3 antagonist, low to high.
SMILES | GLP-1R inv ag | DRD3 antagonist | pAkt inh | FUS suppressor | PTHR1 ag | GLP1R ag
C/C(=N\N1CCN(C2c3ccccc3-c3ccccc32)CC1)c1cccnc1 | ? | -16 | i | 7% | -15%[57.5 µM] | 19%
O=C(Nc1ccc(NC(=O)C2CCCN2C(=O)OCc2ccccc2)cc1)c1ccco1 (stereo unspecified) | 12% | -14 | i | -15% | 0% | -1%
O=C(Nc1ccccc1)N(CCCN1CCOCC1)Cc1ccccc1F | -25% | 11 | i | -11% | i | -6%

Going on with the list:
Every second line gives: GLP-1R inv ag	DRD3 antagonist	pAkt inh	TDP43 rescue	Abeta rescue	FUS suppressor	PTHR1 ag	aSyn rescue	GLP1R ag
> COCCNC(=O)C1(C)CCCN(C(=O)c2ccccc2F)C1 (stereo unspecified)
  12%	-12	i	13%	-14%	-34%	i	-2%	-1%
> Cc1cccc(C(=O)N2CCCC(N3CCN(Cc4ccc5c(c4)OCO5)CC3)C2)n1 (stereo unspecified)
  5%	2	i	-13%	-3%	-8%	?	-5%	12%
> CCN(CC(=O)Nc1ccc2c(c1)OCCO2)C(=O)/C=C/c1cccc(Br)c1
  ?	-23	i	13µM*	21%	34%	i	15%	4%
> Cc1ccc(OCCC(=O)NCCc2ccc(S(N)(=O)=O)cc2)cc1
  -2%	11	i	6%	20%	5%	i	-2%	-3%
> O=C(CSc1nc2ccc(Nc3nc(N4CCOCC4)nc(N4CCOCC4)n3)cc2s1)Nc1ccccc1F
  7%	31	i	22%	12%	41%	i	0%	10%
> Cc1ccc(CN(C)C(=O)c2ccc(S(=O)(=O)N3CCCCCC3)cc2)o1
  ?	-18	i	-12%	-1%	24%	i	-1%	11%
> CC(OC(=O)c1ccc(NS(=O)(=O)c2ccc3[nH]c(=O)[nH]c3c2)cc1)C(=O)Nc1ccc(Cl)cc1 (stereo unspecified)
  24%[7.66 µM]	-20	i	5%	10%	13%	-21%	-4%	1%
> Cc1nn(CC(=O)Nc2ccc3c(c2)nc(CN2CCCCC2)n3C)c(=O)c2ccccc12
  0%	7	i	12%	8%	3%	-3%	-1%	2%
> Cc1ccccc1-c1cc(-c2ccccc2O)on1
  2%	13	i	6%	-47%[inhibitor]	9%	-16%[57.5 µM]	27%	-9%
> CS(=O)(=O)Nc1nnc(Cc2ccccc2)s1
  7%	0	i	3%	5%	-7%	20%[57.5 µM]	0%	-32%
> O=c1ccc2cc(S(=O)(=O)NCCCc3ccccc3)ccc2[nH]1
  7%	3	i	5%	8%	1%	-19%	-4%	2%
> O=C(CSCc1ccc([N+](=O)[O-])cc1)N/N=C/c1ccncc1
  -1%	-1	i	-12%	-12%	19%	i	-9%	6%
> O=C(O)c1cccc2c1C(=O)c1ccc(N3CCCCC3)cc1S2(=O)=O
  -2%	-22	i	12%	-10%	-7%	i	-3%	-2%
> CCC(C)C(=O)Nc1nnc(SCC(=O)NC(C)(C)C)s1 (stereo unspecified)
  -20%	-1	i	16%	11%	-30%	-20%	0%	-7%
> Cc1coc2cc3oc(=O)c(CCC(=O)NCCCN4CCCC4=O)c(C)c3cc12
  16%	18	i	-4%	-7%	-19%	-15%	10%	-7%
> CCCn1c2ccc(F)cc2c2nnc(SCCN(CC)CC)nc21
  17%	.	.	6%	-20%	-6%	i	1%	.
> CC(C)OC(=O)CSc1nc(-c2ccc(F)cc2)nc2ccc(F)cc12
  1%	5	?	-10%	-10%	10%	-11%[57.5 µM]	-5%	-2%
> O=C(NCc1ccncc1)[C@@H]1CCCN1C(=O)[C@@H]1CCCN1C(=O)c1ccccc1
  9%	-4	i	11%	-11%	-18%	-5%	-8%	-4%
> O=C(O)C(C1CCCCC1)C1(O)CCCC1 (stereo unspecified)
  -9%	-2	i	0%	17%	4%	-20%	7%	-16%
> O=C(Nc1ccc(S(=O)(=O)Nc2ncccn2)cc1)c1ccccc1NS(=O)(=O)c1ccc(Cl)cc1
  -3%	11	i	0%	-8%	?	-9%	0%	-1%

Molecules above that contain a tert-butyl group (two):
Every second line gives: GLP-1R inv ag	DRD3 antagonist	pAkt inh	TDP43 rescue	Abeta rescue	FUS suppressor	PTHR1 ag	aSyn rescue	GLP1R ag
> Cc1cccc(N(C(=O)c2ccc(CN3CCOCC3)o2)C(C(=O)NC(C)(C)C)c2ccc(F)cc2)c1 (stereo unspecified)
  ?	-6	i	9%	18%	0%	i	4%	-4%
> CCC(C)C(=O)Nc1nnc(SCC(=O)NC(C)(C)C)s1 (stereo unspecified)
  -20%	-1	i	16%	11%	-30%	-20%	0%	-7%

Next records follow.
Every second line gives: GLP-1R inv ag	DRD3 antagonist	pAkt inh	TDP43 rescue	Abeta rescue	FUS suppressor	PTHR1 ag	aSyn rescue	GLP1R ag
> C[C@@H]1CN([C@H](C)CO)C(=O)c2cc(Br)cnc2O[C@@H]1CN(C)C(=O)Nc1ccccc1
  -8%	-22	i	-11%	-2%	-18%	-16%	0%	7%
> Cc1cc(C)c2oc(C(=O)Nc3c(C(=O)c4ccccc4)oc4ccccc34)cc(=O)c2c1
  14%	.	.	20%	1%	-25%	i	.	.
> Cc1ccc(S(=O)(=O)N2CCOC2CNC(=O)C(=O)NCC(C)C)cc1 (stereo unspecified)
  -30%	-12	i	14%	6%	0%	-12%	0%	1%
> Cc1ccc(S(=O)(=O)c2ccc(-n3nc(C)cc3N)cc2)cc1
  ?	1	i	-16%	12%	9%	i	1%	6%

Source: PubChem

A portion of the library (hit frequency here may not be typical).
